bCat nuc transl: modulators of beta-catenin nuclear translocation, primary screen, imaging, HeLa cells, immunofluorescence, high-content; nuclear translocation activity, % at 5 µM; hit rate 0.3% among 190,000; AID 1665, 2009;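 active means nuclear translocation activity above 50% at 5 µM, with a well cell count of 50 or more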;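 further: per-cell ratio of nuclear to cytoplasmic median beta-catenin stain intensity; plate controls were DMSO negative control for no effect and GSK-3 inhibitor IX positive control for full effect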
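Signal – beta-catenin immunofluorescence imaging with DAPI · Test system – human HeLa cell line · Dosing – 5 µM primary single dose, 0.1% DMSO, 0.02–20 µM confirmation series · Measure – % activation, nuclear-to-cytoplasmic median beta-catenin signal ratio per cell · Incubation – 24 h compound exposure at 37°C, 5% CO2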
Dynein transport: inhibitors of GR-EGFP nuclear translocation, primary screen, dynein cargo transport inhibitor project, imaging, high-content, 3617.4 mouse cells; test concentration mostly 20 µM; stimulated with dexamethasone, 1 µM; stronger effect = lower value; z-score, hits read low; hit rate 0.47% among 220,000;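 active means plate z-score of nuclear minus cytoplasmic receptor signal below a set negative limit, without overly bright fluorescence or cell loss, cut at about -3.5 in these data, passing the limit was not always enough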;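 further: z-score of nuclear minus cytoplasmic ring GR-EGFP intensity difference per well; some compounds called inactive have numbers as strong as hits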
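medium = tetracycline-free induction medium containing charcoal-stripped FBS | probe or stimulus = dexamethasone, 1.0 µM final | timing = 48 h induction, then 1 h compound, then 30 min agonist, 37 °C | detection = automated 10x imaging of fixed Hoechst-stained cells | read-out basis = nuclear versus cytoplasmic GR-EGFP signal, averaged per well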
ER stress rescue: rescue of cells from ER stress-induced death, primary screen, 384-well, CSM14.1, thapsigargin, ATP luminescence (AID 1222); one-dose cellular ATP content (survival), % at 20 µM; EC50 in µM for titrated hits; 190,000 tested, under 10 active; CSM14.1 thapsigargin-induced death rescue, ATP luminescence; higher % means a stronger effect;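 active means EC50 below 50 µM in the dose-response confirmation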;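 further: death triggered by thapsigargin at about 15 µM added after 2 h compound pretreatment; cell ATP read after overnight thapsigargin exposure of roughly 18 to 22 hours; normalized against plate controls of thapsigargin alone and 5% DMSO vehicle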
T cell HTS: modulators of CD8 T cell-vesicle binding, primary screen, mouse 2C CD8+ T cells, flow cytometry | hit rate 0.068% among 330,000 | calls only at 7 µM | 2C CD8+ T cell-vesicle binding; stronger effect = lower value;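 active means response, share of CD8 T cells binding vesicles, and their 90th percentile fluorescence all below set limits, cut at about 80% in these data, passing the limit was not always enough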
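Also added: QL9-peptide-loaded Drosophila micro-vesicles bearing Ld, ICAM-1 and B7-1; Test system: purified 2C TCR transgenic mouse naive CD8+ T cells; Measured by: cytometric PE anti-B7-1 and Alexa647 anti-CD8 signals after 1% paraformaldehyde fixation; Timing: binding step 1.5 h, 37 °C, antibody labelling 20 min, ice.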
Autophagy HCS: autophagy modulators in MEF cells, primary screen, imaging, high-content, MEF GFP-LC3; MEF GFP-LC3 puncta imaging; test concentration mostly 10 µM; calls only at 10 µM (by protocol); hit rate 0.98% among 190,000;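 active means percentage of spot-positive cells more than 3 SD above its plate mean, without a fluorescence outlier flag or 80% toxicity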;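 further: spot-positive cell cutoff set from DMSO-treated cells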
Salmonella PhoP GFP: inhibitors of PhoP regulon expression, primary screen, Salmonella Typhimurium, GFP reporter (AID 1863); S. Typhimurium PhoP-regulated promoter GFP reporter, 4 h; higher % means a stronger effect; inhibition, % at 50 µM; hits with a dose series show IC50 in µM; hit rate 0.16% among 300,000;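 active means inhibition over 29.93%, a cutoff 3 SD above the screen mean, later confirmed by dose response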;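 further: 0% = low Mg2+ inducing control and 100% = high Mg2+ repressing control; strong numbers were not always called active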
Insulin prom up: insulin promoter activators in MIN6 cells, imaging, high-content screening, mouse beta cells | MIN6 insulin promoter-GFP reporter; stronger effect = higher value | z-score at 5 µM | hit rate 0.3% among 190,000 | AID 1625, 2009;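 active means z-score above 3 at 5 µM with at least 500 cells counted in the well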
MT stabilize HCS: microtubule stabilizers in HeLa cells, primary screen, imaging, high-content imaging; HeLa tubulin immunostaining HCS, 24 h; share of cells brighter than vehicle mean+2SD; % tubulin-high responders, % at 10 µM; hit rate 0.83% among 200,000; AID 2205, 2009;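 active means plate Z-score above 3 for both tubulin-high and condensed-nucleus cell shares, with cell loss under 80%, at 10 µM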;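 further: anti alpha tubulin signal scored within the nucleus-defined area of each cell; some results filed as inactive read as strong as hits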
Lipid droplet: inhibitors of hepatocyte lipid droplet formation, primary screen, imaging, high-throughput imaging, BODIPY stain; inhibition, % at 6.5 µM; hit rate 0.4% among 240,000; AID 1656, 2009; AML12 mouse hepatocytes, oleate lipid droplets;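 active means lipid droplet intensity inhibited by at least 50%, with more than 500 cells counted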
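System: AML12 hepatocytes (mouse). Probe or stimulus: oleic acid at 100 µM to induce lipid droplet formation. Times: overnight treatment with compound plus oleate. Detection: Image-based BODIPY and DAPI two-channel analysis. Evaluation: percent inhibition of filter-corrected integrated lipid droplet intensity per well.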
Dynein transport cytoplasmic EGFP: also measured in Dynein transport; calls as there; z-score; measured here: cytoplasmic GR-EGFP intensity; stronger effect = higher value
Dynein transport nuclear GR-EGFP: second read-out of Dynein transport, no call of its own (marks repeat the call); z-score; measured here: nuclear GR-EGFP intensity;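 lower value marks the stronger effect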
Dynein transport cell count: recorded beside Dynein transport, whose call it bears; z-score; measured here: cell count per field
Insulin prom up cell count: also measured in Insulin prom up; calls as there; cell count; measured here: cytotoxicity, nuclei count;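 total cells summed across four imaged fields per well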
Lipid droplet cells 6.5 µM: further read-out of Lipid droplet, marked with its call; cell count; measured here: cell count, cytotoxicity flag;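 cells counted across two imaged fields per well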
bCat nuc transl cell count 5 µM: recorded beside bCat nuc transl, whose call it bears; cell count; measured here: cell count, cytotoxicity flag
T cell HTS vesicle-bound %: second read-out of T cell HTS, no call of its own (marks repeat the call); double positive events, %; measured here: CD8+ vesicle-bound cell fraction;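 binding gate set so that unloaded-vesicle control wells show 10% double positive cells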
MT stabilize HCS Hoechst-high %: recorded beside MT stabilize HCS, whose call it bears; % Hoechst-high responders; measured here: nuclear condensation Hoechst responders;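 share of cells brighter than vehicle mean plus two SD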
MT stabilize HCS cytotoxicity %: second read-out of MT stabilize HCS, no call of its own (marks repeat the call); toxicity, %; measured here: cytotoxicity by cell density;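 0% = mean cell density of plate MIN control wells and 100% = no cells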
Autophagy HCS cell loss 18 h: recorded beside Autophagy HCS, whose call it bears; toxicity, %; measured here: cell loss, nuclei count;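 cell loss after 18 h compound exposure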
* = called active by the depositor; i = inactive; x = no result given. Rows are unselected; about 3% have a hit in one of these screens.

SMILES	bCat nuc transl	bCat nuc transl cell count 5 µM	Dynein transport	Dynein transport cytoplasmic EGFP	Dynein transport nuclear GR-EGFP	Dynein transport cell count	ER stress rescue	T cell HTS	T cell HTS vesicle-bound %	Autophagy HCS	Autophagy HCS cell loss 18 h	Salmonella PhoP GFP	Insulin prom up	Insulin prom up cell count	MT stabilize HCS	MT stabilize HCS Hoechst-high %	MT stabilize HCS cytotoxicity %	Lipid droplet	Lipid droplet cells 6.5 µM
N#CC1=C(SCC(N)=O)NC(=O)CC1c1ccccc1Cl (stereo unspecified)	x	x	-0.643	-0.236	-0.372	0.338	1.9%	i	32.5	i	-13.9	-3.1%	0.19	895	2.8	3.1	8.0	x	x
O=C(Nc1cccc(C(F)(F)F)c1)/C(=C/c1ccco1)NC(=O)c1cccs1	-2.1	1390	0.405	-0.102	0.752	0.952	-1.8%	i	55.6	i	-20.3	-4.3%	-0.25	1629	2.9	2.6	4.4	x	x
Cc1c(NC2=NC3(CCCCC3)Cc3ccccc32)c(=O)n(-c2ccccc2)n1C	0.2	1027	-1.19	-0.135	-0.378	0.101	x	i	16.6	i	6.7	13.4%	0.19	1132	1.7	2.1	35.1	-1.0	717
CC[C@@H](C)[C@@H](C(=O)N1CCN(C(=O)OC(C)(C)C)CC1)n1cc(CCCCNC(=O)OC(C)(C)C)nn1	-2.1	1173	0.0242	-0.25	0.312	-0.0348	5.8%	i	48.7	i	-8.5	-3.2%	0.62	1351	2.2	1.6	3.6	-18.8	690
COc1ccccc1NC(=O)CSC(N)=O	x	x	1.26	-0.0483	0.701	-0.461	-1.2%	i	25.8	i	0.3	-9.3%	0.38	822	3.7	2.0	0.8	x	x
C/C(=N\NC(=O)c1nn(C)cc1Br)c1ccc(NC(=O)c2ccncc2)cc1	-0.9	975	-0.475	-0.327	-0.373	1.12	1.1%	i	3.0	i	-6.2	4.8%	-0.12	1296	2.4	2.6	6.5	-0.9	653
COc1cccc(NC(=O)CN(C)C(C)C(=O)Nc2ccc(C(C)=O)cc2)c1 (stereo unspecified)	-1.8	1128	0.776	-0.309	-0.225	-1.27	1.5%	i	4.7	i	3.1	-4.3%	0.13	1245	4.5	3.1	8.3	26.3	706
CCOC(=O)/C=C1\CC(=O)Nc2nonc2N1	-1.1	1093	1.16	-0.274	0.699	0.238	x	i	35.5	i	8.5	-13.2%	-0.04	1194	5.0	1.1	3.7	29.0	712
NC(=O)CSc1nc2scc(-c3ccc(Cl)cc3)c2c(=O)n1Cc1ccccc1	-1.4	1143	1.03	0.781	0.532	-0.244	0.7%	i	42.2	i	-1.4	-1.1%	-0.86	1487	6.3	2.2	5.1	-4.2	725
CC(C)(C)c1cnnn1-c1ccc(/C=N/Nc2ccc([N+](=O)[O-])cc2)cc1	-3.5	1137	1.82	0.744	2.43	-2.05	-2.6%	i	48.5	i	-0.4	-1.2%	0.33	1288	2.9	3.5	8.2	-8.0	677
CCC(C)(C)NC(=O)C(c1ccncc1)N(C(=O)Cn1nnc2ccccc21)c1cc2c(cc1C(C)=O)OCO2 (stereo unspecified)	0.7	1462	-0.121	-0.376	-0.631	0.628	0.8%	i	29.9	i	-7.7	8.7%	0.67	1534	1.2	0.7	7.3	4.2	744
CCCOc1ccc(C(=O)Nc2ccccc2[N+](=O)[O-])cc1	x	x	0.0902	-0.198	-0.257	-0.499	x	i	24.8	i	9.6	x	x	x	3.2	1.1	6.2	x	x
CC(C)(C)OC(=O)NC1CONC1=O (stereo unspecified)	x	x	-0.65	-0.253	-0.695	0.932	0.6%	i	43.3	i	-7.6	-6.3%	0	1396	2.2	2.7	5.7	5.3	674
CCOc1ccc(N(C(C)C(=O)N/N=C(\C)C(C)(C)C)S(C)(=O)=O)cc1 (stereo unspecified)	-2.6	582	-0.661	-0.238	-0.697	1.28	0.2%	i	x	i	-6.1	9.2%	-0.06	1222	1.5	2.1	3.5	-11.4	649
CN1CCN(S(=O)(=O)c2cccc(C(=O)N3CCc4ccccc43)c2)CC1	-1.4	1159	0.956	-0.242	0.371	-0.316	0.6%	i	43.0	i	-0.6	-2.4%	-0.15	1210	1.7	2.3	1.0	9.8	658
O=C(O)C1CCCCC1C(=O)NCCc1ccc(F)cc1 (stereo unspecified)	-1.0	1049	1.24	-0.0857	1.47	-1.33	-0.2%	i	3.2	i	-0.3	x	0.67	1355	2.0	2.4	10.6	-34.6	655
Cc1nn(CC(=O)Nc2ccc(C(=O)N(C)C)cc2)c(=O)c2ccccc12	-0.7	1049	0.234	-0.187	0.142	1.77	-0.8%	i	59.0	i	18.7	-7.8%	0.06	1333	3.4	1.9	7.6	8.8	761
Cc1ccc(S(=O)(=O)NN2C(=O)c3ccccc3NC2c2cccc(O)c2)cc1 (stereo unspecified)	-0.6	1154	-1.06	0.001	-0.629	0.465	-1.4%	i	26.6	i	7.9	-1.5%	0.21	1196	2.0	1.6	3.2	-17.4	748
CCCn1c(N)c(N2CCCCC2)c(=O)n(CC(=O)Nc2ccccc2)c1=O	x	x	0.8	0.219	0.541	-0.141	-0.9%	i	17.6	i	0.6	-5.5%	-0.44	930	1.4	1.1	14.5	-3.3	679
CC(=O)N1CCc2c(sc3c2c(=O)n(-c2ccccc2)c(=O)n3Cc2ccccc2Cl)C1	x	x	0.591	-0.183	1.14	-1.32	-0.3%	i	40.6	i	3.3	5.2%	0.02	1339	3.4	1.9	9.2	1.9	641
Cc1ccccc1NC(=S)NCc1ccccc1	-4.5	594	1.11	-0.261	0.614	-0.676	-1.2%	i	46.2	i	-1.0	-3.5%	0.6	1300	4.5	2.4	8.6	-30.1	649
Cc1cc(C)c(S(=O)(=O)Nc2ccc3c(c2)CCC3)c(C)c1	16.0	703	0.89	-0.308	-0.0384	-0.647	-0.4%	i	5.4	i	2.5	17.5%	-0.01	1167	13.5*	14.2*	37.4*	-2.4	583
CC1CN(c2ccc([N+](=O)[O-])nc2)CC(C)O1 (stereo unspecified)	-0.2	1064	0.185	-0.0825	0.184	-0.0825	-0.8%	i	36.2	i	-15.2	-6.4%	-0.88	1363	2.9	2.3	2.8	-0.1	684
Cc1nn(-c2ccccc2)c(C)c1NS(=O)(=O)c1ccccc1	x	x	-0.635	-0.252	-0.174	0.474	-2.1%	i	41.3	i	-6.0	-1.6%	x	x	4.7	4.3	8.0	6.4	777
CC1CC(NC(=O)CC#N)CC(C)(C)C1 (stereo unspecified)	-0.4	1277	0.393	-0.274	0.198	-0.203	x	i	26.5	x	x	-3.1%	0.29	1075	x	x	x	-6.9	687
CC(=O)c1ccc(NC(=O)COc2ccc3c(c2)OCO3)cc1	-0.2	1127	-2.1	-0.0866	-1.01	-5.89	-0.5%	i	55.7	i	-7.6	-8.1%	-0.2	1347	1.0	1.7	9.8	1.4	719
CCOC(=O)CC(=O)CSc1nc2c(sc(=S)n2-c2ccccc2)c(=O)[nH]1	1.7	1464	-0.653	-0.169	-0.0896	0.0761	-0.9%	i	43.2	i	5.3	-9.2%	0	1505	2.3	1.5	5.7	x	x
C#CCN(C)CC/C=C1\c2ccccc2CSc2ccccc21	25.3	62	-0.00294	-0.274	-0.275	0.652	-1.4%	i	24.3	i	-3.3	13.0%	x	x	3.4	2.2	3.5	-5.7	724
CCCn1nc(C(=O)Oc2ccc3c(C)cc(=O)oc3c2)c2ccccc2c1=O	2.8	453	-1.88	0.716	-1.11	0.481	-2.9%	i	20.0	i	2.3	5.7%	0.64	1219	4.5	3.1	0.4	-0.8	604
Cc1cc(NC(=O)c2ccc(C)s2)n(-c2ccccc2)n1	x	x	0.588	-0.24	0.819	0.55	-1.0%	i	46.9	i	-7.2	-3.4%	-0.52	915	2.1	1.4	5.1	-6.7	753

Retrieved by compound from the list above, 2 records:
SMILES	bCat nuc transl	bCat nuc transl cell count 5 µM	Dynein transport	Dynein transport cytoplasmic EGFP	Dynein transport nuclear GR-EGFP	Dynein transport cell count	ER stress rescue	T cell HTS	T cell HTS vesicle-bound %	Autophagy HCS	Autophagy HCS cell loss 18 h	Salmonella PhoP GFP	Insulin prom up	Insulin prom up cell count	MT stabilize HCS	MT stabilize HCS Hoechst-high %	MT stabilize HCS cytotoxicity %	Lipid droplet	Lipid droplet cells 6.5 µM
Cc1c(NC2=NC3(CCCCC3)Cc3ccccc32)c(=O)n(-c2ccccc2)n1C	0.2	1027	-1.19	-0.135	-0.378	0.101	x	i	16.6	i	6.7	13.4%	0.19	1132	1.7	2.1	35.1	-1.0	717
Cc1nn(-c2ccccc2)c(C)c1NS(=O)(=O)c1ccccc1	x	x	-0.635	-0.252	-0.174	0.474	-2.1%	i	41.3	i	-6.0	-1.6%	x	x	4.7	4.3	8.0	6.4	777

Compound activity deposited in PubChem by several laboratories.
